Screening results deposited in PubChem by National Center for Advancing Translational Sciences (NCATS).
TbPYK inhibitor: blocks Trypanosoma brucei pyruvate kinase; Q57TT1; TbPYK enzyme, Kinase-Glo Plus ATP luminescence, 45 min; Potency, µM (series often up to 76.8 µM), inactives show top-dose activity, negative = inhibition, hits mostly inhibitors; actives 0.12% (n = 410,000); AID 624173; further: potency means the concentration at half of the fitted maximal effect; on the % scale 0 is the no-effect control and ±100 the full control effect; nearly all actives have a fitted effect of over 50% in size
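ADP (130 uM final) triggers the TbPYK reaction after compound addition; incubation is 45 min at room temperature. Kinase-Glo Plus is then added and luminescence imaged. Normalized data are fitted to concentration-effect curves.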
Pf growth 96h: P. falciparum growth inhibition at 96 hour, primary screen for plastid delayed-death inhibitors; P. falciparum luciferase reporter growth, 96 h; Potency, µM (titrated, usually from 28.7 µM), without a hit: at the highest dose activity change, negative = inhibition, hits mostly inhibitors; actives 6.9% (n = 320,000); further: potency means the concentration at half of the fitted maximal effect; on the % scale 0 is the no-effect control and ±100 the full control effect
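Plates of compound plus infected erythrocytes (2% hematocrit, 0.05% parasitemia final) incubate 96 hours, 37 C, 5% CO2. Detection reagent added; reduced luminescence from the parasites' luciferase reporter flags inhibition.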
AMA1 RON2 block: inhibitors of Plasmodium falciparum AMA1-RON2 interaction. AlphaScreen AMA1-biotinylated RON2 peptide binding. Potency, µM (doses to about 58.2 µM), without a hit: at the highest dose activity change, negative = inhibition, usual class: inhibitors. actives 0.2% (n = 360,000). AID 720542;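 further: potency means the concentration at half of the fitted maximal effect; 0% = vehicle wells and -100% = peptide control; nearly all actives have a fitted effect of over 45% in size; some results filed as inactive show a strong effect at the top dose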
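AMA1 (3D7) with his tag at 25 nM final met compounds first, then biotinylated RON2 peptide at 25 nM; detection used donor plus acceptor beads, 10 µg/mL apiece, read by AlphaScreen after 30 min at room temperature.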
CHX counter: counter-screen hit for Shiga toxin inhibitors, cycloheximide. actives 12% (n = 300,000). AID 2314. cell reporter, cycloheximide protein synthesis inhibition counterscreen. max response, %; in the data active means max response mostly above about 13%, no sharp cut-off; inactive means mostly below about 14%; further: read at 38.3 µM for the half of the compounds with a filed dose; 0% is about no effect
Shiga toxin inh: blocks Shiga toxin action in Vero cells; inhibition, % at 38.7 µM; actives 9.2% (n = 290,000); Vero cells, Shiga toxin protein synthesis inhibition reporter; AID 2315; in the data active means inhibition mostly above about 28%, no sharp cut-off; inactive means mostly below about 43%; further: 0% is about no effect
Pf growth 48h: P. falciparum growth inhibition at 48 hours (one generation); P. falciparum luciferase growth in erythrocytes, 48 h; Potency, µM (titrated, usually from 28.7 µM), inactives show at the top dose activity change, negative = inhibition, usual class: inhibitors; actives 5.9% (n = 310,000); further: potency means the concentration at half of the fitted maximal effect; on the % scale 0 is the no-effect control and ±100 the full control effect
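In quantitative HTS format, infected erythrocytes bearing luciferase-reporter parasites were treated for a single generation at 37 C. Luminescence after adding detection reagent served as the growth measure.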
LmPK inh: blocks Leishmania mexicana pyruvate kinase activity. Potency, µM (doses to about 57.5 µM), for the others: top-dose activity change, negative = inhibition, actives largely listed as inhibitors. actives 0.37% (n = 290,000). AID 1721. purified LmPK, Kinase-Glo ATP luminescence, 1 h. Q27686; further: potency means the concentration at half of the fitted maximal effect; on the % scale 0 is the no-effect control and ±100 the full control effect
Target sequence (Q27686 whole entry, looked up): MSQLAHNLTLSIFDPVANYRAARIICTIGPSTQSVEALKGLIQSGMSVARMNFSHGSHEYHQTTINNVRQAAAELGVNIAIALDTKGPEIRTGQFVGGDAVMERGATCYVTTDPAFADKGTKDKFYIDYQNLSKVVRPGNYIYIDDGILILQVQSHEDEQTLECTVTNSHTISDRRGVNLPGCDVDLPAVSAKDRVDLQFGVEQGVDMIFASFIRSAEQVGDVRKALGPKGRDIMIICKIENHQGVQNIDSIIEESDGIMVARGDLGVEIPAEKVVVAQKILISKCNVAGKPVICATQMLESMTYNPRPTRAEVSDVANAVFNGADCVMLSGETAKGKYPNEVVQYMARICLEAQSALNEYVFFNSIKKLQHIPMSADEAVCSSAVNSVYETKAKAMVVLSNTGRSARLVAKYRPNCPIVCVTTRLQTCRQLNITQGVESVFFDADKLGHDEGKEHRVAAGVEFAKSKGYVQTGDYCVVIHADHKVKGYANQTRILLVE
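Purified LmPK (0.1 nM) converted ADP (0.1 mM) to ATP with PEP (0.5 mM) in imidazole buffer pH 7.2 with KCl and MgCl2, 1 h at room temperature. ATP was read by Kinase-Glo luminescence; data normalized to uninhibited and no-enzyme controls.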
Starred values were filed as active, the others as inactive; ? = inconclusive; · = not tested or not shown; & = joins results of further samples; [ ] = dose if it differs, or a comment. Unless noted, the call rests on the fitted dose curve; in most records, active means well fitted curve in the direction sought with a large enough effect; inconclusive means small, poorly fitted or top-dose-only effect, or another doubt; inactive means no such curve, though single readings can be large; an effect the other way counts as inactive or inconclusive. This is a random part of the collection, and some 21% of all compounds hit somewhere here.

SMILES	TbPYK inhibitor	Pf growth 96h	AMA1 RON2 block	CHX counter	Shiga toxin inh	Pf growth 48h	LmPK inh
O=c1c(=O)n2c(nn1Cc1ccc(F)cc1)sc1ccccc12	0%	30%	-5%	8	15	25%	-13%
CCCCCCOc1ccc(CN2CCN(CCO)CC2)cc1	1%	·	-14%	38*	61*	102%[activator]	-4%
COc1ccc(CCNC(=O)c2cccc(S(=O)(=O)N3CCCCC3)c2)cc1	-13%	3%	4%	-2	-4	?	1%
COc1ccccc1NC(=O)CSc1nnc(-c2ccncc2)o1	-16%	81%[activator]	113%[activator]	9	20	64%[activator]	?
CC(C)CCNc1nc(-c2ccco2)c2c(c1C#N)CCCC2	-17%	13µM*	-3%	3	-6	·	-9%
Cc1ccc(C23CC4CC(CC(CN)(C4)C2)C3)cc1	-1%	?	4%	-5	-24	10µM*	0%
CN(C(=O)COC(=O)COc1ccc(Cl)cc1)C1CCCCC1	4%	-15%	-2%	-4	-11	4%	1%
Cc1cc(C)c(-c2csc(NC(=O)c3n[nH]c(=O)c4ccccc34)n2)c(C)c1	1%	?	16%	-6	-10	1%	1%
Cc1ccc(S(=O)(=O)N/N=C\c2ccccc2OCc2ccccc2)cc1	-11%	78%[activator]	-7%	0	-2	43%[activator]	0%
COc1ccc(C(CCN2CCOCC2)c2c(OC)cc(OC)c3c(-c4ccccc4)cc(=O)oc23)cc1 (configuration not stated)	6%	·	-21%	1	-5	·	·
CC(=O)Nc1ccc(-c2nnc(SCc3ccc(C)cc3)n2C)cc1	-22%	·	3%	-5	-5	·	2%
COc1ccc2oc(=O)c(-c3ccccc3C(=O)N3CCOCC3)cc2c1	-5%	50%[activator]	4%	-2	-3	-4%	10%
Cn1ccnc1C(=O)c1cc(SCC(=O)NC2CC2)nc2ccccc12	-2%	12%	-11%	-1	-14	17%	-4%
CCCCC(=O)OCc1c(-c2cccc(OC)c2)ncc2ccccc12	3%	?	17%	·	·	25%	·
COc1ccc2nc(SCCOC(=O)Nc3ccc(Cl)cc3)nc(C)c2c1	-27%	37%[activator]	1%	7	3	11%	3%
CCOc1cc(S(=O)(=O)N2CCN(CC)CC2)ccc1Cl	1%	?	3%	8	-5	9%	-1%
O=c1[nH]c2ccc(Cl)cc2c(=O)n1Cc1ccco1	3%	1%	13%	-2	-3	11%	-4%
COc1ccc(CN2CCNC(=O)C2CC(=O)N(C)Cc2ccon2)c(F)c1 (configuration not stated)	-2%	81%[activator]	8%	-2	-38	8%	-10%
O=C1NC(=O)/C(=C\c2cn(CC(=O)N3CCOCC3)c3ccccc23)S1	-8%	15%	-11%	-4	-18	-2%	0%
CCc1ccc(NC(=O)C2CCN(S(=O)(=O)c3c(C)[nH]c(=O)[nH]c3=O)CC2)cc1	-1%	13%	-1%	-4	-9	3%	3%
NS(=O)(=O)c1ccc(Sc2nc3ccccc3s2)c([N+](=O)[O-])c1	-3%	-10%	-28%	1	7	-14%	8%
COc1ccccc1C(=O)N(CCN(C)C)c1nc2cc(C)cc(C)c2s1	-2%	-2%	-17%	-3	-18	13%	7%[11.5 µM]
COc1ccc(-c2cc3nc(C)cc(NCCO)n3n2)cc1	-6%	4.7µM*	6%	22*	24	-28%	-16%
Cc1ccc(C(=O)NCCN2CCOCC2)cc1C	-5%	7.4µM*	3%	1	19	0%	3%
COc1ccc(NC(=O)CN2CCN(c3ccccc3Cl)CC2)cc1	1%	1%	0%	-2	28	?	2%
Cc1ccc([N+](=O)[O-])c(OCCn2cnc3ccccc32)c1	1%	?	0%	2	-9	-27%	-1%
CCN(Cc1ccncc1)C(=O)c1cc(COc2ccc(F)cc2Cl)on1	-11%	?	14%	-3	-17	?	-15%
C=CCOn1c(=O)c(-c2ccc(OC)cc2)[n+]([O-])c2ccccc21	-8%	18%	-3%	14*	52	-7%	-3%
Cc1ccc(-c2nnn(CC(=O)N(c3cccc(F)c3)C(C(=O)NC3CCCC3)c3ccncc3)n2)o1 (configuration not stated)	2%	?	-8%	-4	3	-9%	1%
O=C(COC(=O)c1ccco1)Nc1ccc2[nH]c(=O)[nH]c2c1	1%	14%	2%	·	·	8%	·
Cc1ccc(C)c(-n2c3nc(=O)[nH]c(=O)c-3cc3cc([N+](=O)[O-])ccc32)c1	-16%	-4%	10%	8	-1	25%	5%
COc1ccc(NC(=O)c2cccc(S(=O)(=O)N3CCCC3)c2)cc1OC	0%	?	-10%	·	·	-27%	·
CC(CCN1C(Nc2ccccc2)=NC[C@@H]1Cc1ccccc1)c1ccccc1 (some centres not stated)	0%	?	31%[activator]	-2	-6	?	2%
CSc1nc(-c2ccccc2)nn1C(=O)c1ccco1	2%	-4%	11%	-2	11	14%	-2%
CCNC(=O)NC(=O)CSc1nc2ccccc2n1CCOC	4%	?	-4%	-4	-13	9%	2%
CCOCCCNC(=O)c1ccc(Cn2c(=S)[nH]c3c([nH]c4ccc(OC)cc43)c2=O)cc1	?	0%	74%[activator]	-3	21	1%	-14%
O=C(Nn1cnc2ccccc2c1=O)c1cccc(Cl)c1	8%	27%	20%	44*	33	85%[activator]	-6%
Cc1ccc(NC(=O)CCN2C(=O)c3ccccc3S2(=O)=O)cc1C	-6%	0%	22%	·	·	-77%	·
CN(C)/C=C/C(=O)c1ccc(F)cc1F	-2%	20%	-11%	13	29	6%	-3%
COc1cc(C(=O)c2nccc3cc(OC)c(OC)cc23)c([N+](=O)[O-])cc1OC	-3%	?	-21%	-3	-5	?	2%
CC(NCCOc1ccccc1F)C(=O)Nc1ccc(S(N)(=O)=O)cc1 (configuration not stated)	-2%	-7%	3%	-5	-6	-12%	-1%
O=C(/C=C/Nc1cccc(C(F)(F)F)c1)c1ccco1	-9%	21%	13%	39*	80*	52%[activator]	-1%
Cc1cc(OCc2ccc(C(=O)Nc3ccc(C(=O)O)cc3)o2)ccc1Cl	-2%	250%[activator]	-18%	1	3	4%	4%
Cc1c(-n2c(SCC(=O)O)nnc2-c2ccccc2Cl)c(=O)n(-c2ccccc2)n1C	7%	·	-7%	-3	18	7%	-3%
CC(=O)C1=C(C)Nc2ncnn2C1c1ccc(F)cc1 (configuration not stated)	2%	-12%	8%	-1	3	-11%	-3%
CCOC(=O)C1CCN(C(=O)C2CCN(S(=O)(=O)c3cccc4cccnc34)CC2)CC1	·	?	·	-2	-9	·	10%
COc1ccc(C2N(c3cc(C)on3)C(=O)C3CCCN32)cc1 (configuration not stated)	-7%	3.3µM*	0%	-6	-9	-32%[1.15 µM]	-7%
CCCn1nc(NC(=O)c2ccco2)c2cc3cc(C)ccc3nc21	0%	-29%	26%	17	33	?	0%

Entries of single compounds, looked up by structure. Screens in order: TbPYK inhibitor | Pf growth 96h | AMA1 RON2 block | CHX counter | Shiga toxin inh | Pf growth 48h | LmPK inh
Cc1ccc(NC(=O)CCN2C(=O)c3ccccc3S2(=O)=O)cc1C reads -6% | 0% | 22% | · | · | -77% | ·
CC(=O)C1=C(C)Nc2ncnn2C1c1ccc(F)cc1 (configuration not stated) reads 2% | -12% | 8% | -1 | 3 | -11% | -3%
CCCn1nc(NC(=O)c2ccco2)c2cc3cc(C)ccc3nc21 reads 0% | -29% | 26% | 17 | 33 | ? | 0%

Further results follow:
SMILES	TbPYK inhibitor	Pf growth 96h	AMA1 RON2 block	CHX counter	Shiga toxin inh	Pf growth 48h	LmPK inh
Cc1cc(C(=O)CSc2nnnn2C)c(C)n1CCc1ccc(F)cc1	-5%	15%	-7%	-2	17	6%	7%
CCS(=O)(=O)N1CCC(C(=O)Oc2ccccc2OC)CC1	-3%	13µM*	-9%	-1	-15	5%	7%
COc1ccccc1/C=C(/C(=O)OCC(=O)N(C)Cc1ccccc1)c1ccccc1	-4%	22%	-11%[11.6 µM]	9	-5	4%	-1%
CC(C)(C)NC(=O)CSc1nnc(NC(=O)c2ccccc2Cl)s1	-1%	-4%	5%	12	30	18%	1%
CC1CCC(NC(=O)CSc2nnnn2C)CC1 (configuration not stated)	-9%	91%[activator]	6%	·	·	22%	·
NC(=O)Cn1c(=O)n(C2CCCCC2)c(=O)c2c3c(sc21)CCCCC3	1%	2.3µM*	-5%	11	-4	?	-6%
COC(=O)c1ccccc1NC(=O)CCS(=O)(=O)c1cc2c(cc1C)NC(=O)CO2	0%	-15%	23%	1	5	1%	3%
CCOc1ccc(C2C(C#N)=C(N)Oc3n[nH]c(C)c32)cc1OC(=O)C1CC1 (configuration not stated)	-2%	-24%	-9%	9	-11	7%	-2%
O=C(NCc1ccc(OC(F)(F)F)cc1)C1CC(c2c(Cl)cccc2Cl)=NO1 (configuration not stated)	-6%	36%[activator]	32%[activator]	-3	-3	1.3µM*	1%
O=C(O)c1ccccc1-c1ccccc1C(=O)Nc1ccc(F)cc1	-11%	20%	-5%	-1	-7	·	1%
O=[N+]([O-])c1ccc(Nc2ccccc2)c2nonc12	-4%	-22%	?	-2	-8	10%	-12%
CCOC(=O)C1=C(O)CCn2c1nc1ccccc12	3%	97%[activator]	3%	0	23	27%	0%
CCOC(=O)C1CCN(C(=O)CCNC(=O)c2cc(OC)c(OC)c(OC)c2)CC1	-4%	30%	13%	-2	6	11%	1%
COC(=O)c1ccc(/C=N/N2CCN(Cc3ccccc3)CC2)cc1	-6%	-3%	-21%	-2	-3	-16%	8%
CNC(=O)Nc1cc(NC(=O)NC)cc(C(F)(F)F)c1	5%	-22%	19%	0	5	-3%	1%
Cc1ccc(NC(=O)N2CCCC2C(=O)NCCC2=CCCCC2)cc1 (configuration not stated)	·	23%	-1%	13	12	-13%	5%
Cc1ccc(C(=O)OCC(=O)NC2CCCCC2)o1	-2%	43%[activator]	-5%	15*	31	-1%	-1%
COc1ccc(Cn2c(C)nnc2-c2cnn(C)c2N)cc1OC	1%	14%	44%[activator]	8	10	11%	1%
Cc1ccc2c(c1)NC(=O)CC(c1ccccc1)=N2	2%	-16%	-4%	40*	63*	116%[activator]	3%
COc1ccccc1N1CCN(C/C(O)=C(\C#N)c2nc(-c3ccccc3)cs2)CC1	-5%	?	11%	9	-1	-3%	1%
N#CC(C#N)=Cc1cccnc1	0%	6%	14%	-2	4	-1%	-1%
Cc1cccc(C)c1NC(=O)CNC(=O)c1cn(-c2ccccc2)nc1-c1ccccc1	-5%	?	4%	11	23	-9%	-1%
COc1cc(NS(=O)(=O)c2ccc(NC(=S)NC(=O)C(C)(C)C)cc2)nc(OC)n1	-4%	13%	-2%	-3	-4	·	-5%
CCOc1ccc(S(=O)(=O)N2CCCC(C(=O)Nc3cc(C)cc(C)c3)C2)cc1 (configuration not stated)	1%	-17%	-13%	-1	-4	?	3%
COc1cccc(C(=O)N(Cc2cc3cc(C)ccc3[nH]c2=O)CC2CCCO2)c1 (configuration not stated)	5%	·	2%	8	12	9.3µM*	5%
COc1ccc(NC(=O)CN(C)C(=O)C23CC4CC(CC(C4)C2)C3)cc1	-10%	?	-12%	-1	-14	-17%	-5%
COCC(C)n1c(-c2ccc3c(c2)NC(=O)CO3)csc1=Nc1ccc(OC(F)F)cc1 (configuration not stated)	-7%&-5%	?	?	9	-23	·	-7%
Cn1cnnc1SCCOc1ccc(Cl)cc1	6%	-19%	0%	15*	88	2%	-1%
